Gli-Sufu antag – Gli-Sufu pathway antagonists, primary screen, luciferase luminescence, Sufu-KO-LIGHT cells, uHTS; 340,000 tested, 0.74% active; Sufu-KO-LIGHT fibroblasts, Gli luciferase reporter luminescence; inhibition, % at 5 µM; AID 588413, 2011;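 active = inhibition above about 55%, limit read from the data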;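 note: 0% = DMSO-treated cells and 100% = wells with medium but no cells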
HKDC1 inh – HKDC1 hexokinase inhibitors, primary screen, biochemical, fluorescence, uHTS. Q2TB90. recombinant HKDC1, G6PDH/diaphorase resazurin coupled fluorescence. inhibition, % at 20 µM. 340,000 tested, 0.16% active. AID 493160, 2011;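 active = inhibition above about 35% when tested at 20 µM, limit read from the data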;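 note: plate controls were DMSO wells with enzyme for no effect and DMSO wells lacking enzyme for full effect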
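test system = in-house recombinant HK5 (HKDC1) enzyme | amount = HKDC1 at 5 µg/mL | control set = DMSO-enzyme wells negative, buffer-substituted wells positive | compound = one dose of 20 µM, 1% DMSO | schedule = reaction time 90 min, room temperature, protected from light | technique = resorufin fluorescence at 613 nm | reagent = glucose with 1 mM ATP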
SENP7 block – SENP7 protease inhibitors, primary screen, biochemical, luminescence, uHTS. AID 434973, 2010. 330,000 tested, 1.5% active. recombinant SENP7, Z-RLRGG-aminoluciferin luminescence, 40 min. Sentrin-specific protease 7 (Homo sapiens), Q9BQF6. inhibition, % at 5 µM;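 active = inhibition above about 50% at the single test dose, limit read from the data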;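 note: plate controls were DMSO with enzyme for no effect and no enzyme buffer wells for full effect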
SENP8 inh – SENP8 protease inhibitors, primary screen, biochemical, luminescence; Sentrin-specific protease 8 (Homo sapiens), Q96LD8; purified SENP8, Z-RLRGG-aminoluciferin cleavage; inhibition, % at 10 µM; 330,000 tested, 1.2% active
Jurkat NFkB inh – inhibitors of induced NF-kB luciferase reporter, primary screen, TCR NF-kB activation inhibitor project, cell-based, luminescence, uHTS; AID 435003, 2010; 330,000 tested, 0.53% active; Jurkat, PMA/ionomycin-induced NF-kB luciferase reporter; inhibition, % at 4 µM
697 NFkB inh – inhibitors of PMA/ionomycin-induced NF-kB reporter, 697 cells, primary screen, B-cell NF-kB inhibitor project, cell-based, luminescence, uHTS; 697 B-cell NF-kB luciferase reporter, 16 h; inhibition, % at 4 µM; 330,000 tested, 0.33% active; AID 435022, 2010; in the data active = inhibition above about 35%
Apaf1 inhib – inhibitors of human Apaf-1 apoptosome, primary screen, biochemical, DEVD-Rh110 fluorescence, uHTS | reconstituted apoptosome caspase-3 activity | inhibition, % at 20 µM | 330,000 tested, 0.71% active; active = inhibition of at least 40% at 20 µM;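 note: plate controls were DMSO wells for no effect and DEVD-CHO caspase inhibitor wells for full effect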
Target sequence (O14727 whole entry, looked up): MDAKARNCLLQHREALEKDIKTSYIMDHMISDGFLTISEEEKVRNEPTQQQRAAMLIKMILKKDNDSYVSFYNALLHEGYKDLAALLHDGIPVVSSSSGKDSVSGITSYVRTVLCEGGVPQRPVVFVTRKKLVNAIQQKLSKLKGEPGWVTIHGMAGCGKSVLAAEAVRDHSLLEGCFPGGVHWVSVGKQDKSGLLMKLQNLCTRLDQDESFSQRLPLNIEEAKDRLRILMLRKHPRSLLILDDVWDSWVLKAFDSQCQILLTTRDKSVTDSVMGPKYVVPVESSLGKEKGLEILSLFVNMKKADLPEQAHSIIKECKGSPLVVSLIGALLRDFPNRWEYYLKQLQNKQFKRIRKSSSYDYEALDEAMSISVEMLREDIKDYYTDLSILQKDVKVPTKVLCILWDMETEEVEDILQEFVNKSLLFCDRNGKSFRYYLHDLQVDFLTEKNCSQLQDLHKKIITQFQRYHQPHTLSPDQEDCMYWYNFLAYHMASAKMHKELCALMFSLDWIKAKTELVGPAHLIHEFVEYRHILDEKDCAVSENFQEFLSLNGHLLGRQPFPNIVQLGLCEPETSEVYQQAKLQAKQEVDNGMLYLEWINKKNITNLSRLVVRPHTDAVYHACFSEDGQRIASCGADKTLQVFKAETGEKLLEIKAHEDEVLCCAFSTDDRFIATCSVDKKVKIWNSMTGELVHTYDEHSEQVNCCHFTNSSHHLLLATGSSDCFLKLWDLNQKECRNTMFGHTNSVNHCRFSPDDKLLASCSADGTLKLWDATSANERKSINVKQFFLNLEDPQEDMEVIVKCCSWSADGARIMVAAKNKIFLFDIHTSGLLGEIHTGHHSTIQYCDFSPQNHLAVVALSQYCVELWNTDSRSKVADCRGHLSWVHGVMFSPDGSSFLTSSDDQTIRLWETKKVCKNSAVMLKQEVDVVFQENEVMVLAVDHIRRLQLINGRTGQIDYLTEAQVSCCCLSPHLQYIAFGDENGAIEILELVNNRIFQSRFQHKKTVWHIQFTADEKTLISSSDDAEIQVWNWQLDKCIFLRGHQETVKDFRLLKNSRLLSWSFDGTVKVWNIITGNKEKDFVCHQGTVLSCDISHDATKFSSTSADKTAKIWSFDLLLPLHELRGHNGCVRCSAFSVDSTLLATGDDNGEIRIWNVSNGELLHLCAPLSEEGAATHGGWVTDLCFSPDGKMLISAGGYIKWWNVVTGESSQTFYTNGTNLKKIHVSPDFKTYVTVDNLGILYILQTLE
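Material: reconstituted apoptosome with Apaf-1, cytochrome c, caspase-9, procaspase-3, dATP / Buffer or medium: pH 7.5 Hepes buffer with CHAPS, BSA, DTT / Also added: cytochrome c with DEVD-Rh110 / Schedule: compound with Apaf-1, dATP, procaspase-3 30 min, then 50 min reaction, room temperature / Technique: rhodamine 110 fluorescence at Ex 480/Em 540 nm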
UBC13 polyUb – UBC13 polyubiquitin chain formation inhibitors, primary screen, biochemical, TR-FRET, uHTS | Ubiquitin-conjugating enzyme E2 N (Homo sapiens), P61088 | inhibition, % at 20 µM | 330,000 tested, 0.47% active | AID 485273, 2010; in the data active = inhibition above about 45%, passing the limit was not always enough
* marks the source's active call; other numbers are inactive results; nt = no result given. Cut-off read from the data, not from the text of the source, unless noted: active = inhibition above about 50%; inactive = the rest.

SMILES	Gli-Sufu antag	HKDC1 inh	SENP7 block	SENP8 inh	Jurkat NFkB inh	697 NFkB inh	Apaf1 inhib	UBC13 polyUb
CN1C(=O)C(CC(=O)Nc2ccccc2F)N(NC(=O)c2ccc(Br)cc2)C1=S (configuration not stated)	-26	4	3	1	9	8	9	6
COc1ccc(-c2cc(C(F)(F)F)n3nc(C(=O)NCCN4CCOCC4)cc3n2)cc1	2	3	5	-5	-6	15	4	10
O=C(NCCN1CCOCC1)c1ccc2c(c1)N(Cc1ccc(Cl)cc1)CCS2	5	6	10	10	-3	3	-10	22
CCCCOc1ccc(C(=O)NCC(=O)N2CCN(C(=O)c3ccco3)CC2)cc1	-6	-4	1	4	-11	14	-1	-2
N/C(CC(=O)Nc1ccc(F)cc1F)=N\OC(=O)c1cccs1	7	-6	2	1	6	17	-4	6
O=C(Cc1ccc(Cl)cc1)OCC(=O)N1CCCCCC1	11	-6	6	2	-7	-13	3	-1
CCOc1cccc(OCCn2cnc3ccccc3c2=O)c1	-43	-3	-3	-14	-29	-66	4	-11
COc1ccccc1N1CCN(C(=O)C(C)N(c2ccccc2)S(C)(=O)=O)CC1 (configuration not stated)	5	-3	7	0	5	2	-7	4
CN(CC(=O)N1CCN(Cc2ccccc2)CC1)S(=O)(=O)c1cccc2nsnc12	3	-7	-3	6	3	13	-6	2
CS(=O)(=O)N1CCN(CC(=O)NC2CCCC2)CC1	8	-6	-3	10	-5	11	-12	6
O=[N+]([O-])c1ccc(Cl)c(S(=O)(=O)Nc2ccc(S(=O)(=O)N3CCOCC3)cc2)c1	-25	-2	-4	0	5	16	5	-2
CCCCOCCCNC(=O)c1c(-c2ccccc2)noc1C	6	-5	-2	-3	-1	10	-4	3
CCN(c1cccc(C)c1)S(=O)(=O)c1ccc(-c2ccc(=O)[nH]n2)o1	-5	-2	-2	-10	-10	-22	2	0
COC(=O)c1ccccc1OC(=O)c1cc[n+]([O-])cc1	-4	-9	-9	-11	4	-5	-10	-9
O=C(CSc1nc2sc3c(c2c(=O)[nH]1)CCC3)NCCO	9	-5	3	1	6	15	-8	2
O=C(NCCNCc1ccccn1)c1ccco1	3	9	-3	3	-1	11	-14	3
Cc1noc(C)c1S(=O)(=O)N1CCC(C(=O)Nc2ccc(Br)cc2)CC1	10	-3	-4	-6	12	-1	-2	2
CCC(C)(C)C1CCC(=NNS(=O)(=O)c2ccc(C)c([N+](=O)[O-])c2)CC1 (configuration not stated)	5	2	-5	-9	2	-9	16	-11
COc1ccc(S(=O)(=O)Oc2c(OC)cc(C(=S)N3CCOCC3)cc2OC)cc1	2	-7	-2	11	-1	1	-10	4
CCOC(=O)N/N=C(\c1ccccc1)C(O)c1ccccc1 (configuration not stated)	7	-3	7	6	0	14	-7	1
O=C(Nc1cccc(F)c1)C1CCN(C(=O)Cc2ccccc2)CC1	-1	-1	6	5	0	29	2	-1
CC(=O)NN1C(=O)c2ccccc2NC1c1ccccc1F (configuration not stated)	-7	-1	6	-6	12	4	1	8
CC(C)Oc1ccc(CCc2n[nH]c(=S)n2Cc2ccccc2)cc1	2	-3	3	-8	7	1	1	7
COc1ccc(OC)c(CCNC(=O)C(=O)Nc2ccc3nc4n(c(=O)c3c2)CCCCC4)c1	13	3	8	3	-6	2	0	7
COc1ccc([N+](=O)[O-])cc1-n1cnnn1	-4	-2	3	0	-2	22	-4	-6
Additional results:
SMILES	Gli-Sufu antag	HKDC1 inh	SENP7 block	SENP8 inh	Jurkat NFkB inh	697 NFkB inh	Apaf1 inhib	UBC13 polyUb
CCN(CC)S(=O)(=O)c1ccc(C(=O)OCCN2C(=O)c3cccc4c(N5CCOCC5)ccc(c34)C2=O)cc1	-6	-8	-2	1	-11	5	-2	12
Cc1nc(-c2ccc(F)cc2)c(CC(=O)N(C)CC(=O)Nc2ccc(F)cc2)s1	6	0	-12	1	-26	-48	33	3
CCCNC(=O)c1cc(-c2ccco2)on1	-42	-12	-10	-15	-75	33	-4	-8
CCC(NC(=O)NCc1cccnc1)(C(F)(F)F)C(F)(F)F	3	4	-2	-1	-1	6	-10	3
COc1ccc(OCc2cc(C(=O)N3C[C@H]4CC[C@H]3C4)no2)c(Cl)c1	-15	1	13	-10	-56	-70	12	-3
CC(NC(=S)NNS(=O)(=O)c1cccc([N+](=O)[O-])c1)c1ccccc1 (configuration not stated)	6	-4	-5	15	9	3	3	-13
CCCCC[C@@H]1C=C(C(=O)O)[C@H](c2ccc3c(c2)OCO3)N1S(=O)(=O)c1ccc(C)cc1	-4	0	5	-1	5	12	7	-21
CN(Cc1ccc2nonc2c1)Cc1nc(CC2CC2)no1	-2	-6	7	-2	5	18	7	6
CC(=O)Nc1cccc(NS(=O)(=O)c2cn(C)c(=O)n(C)c2=O)c1	-6	-5	6	1	3	12	2	5
O=C(NCCNc1ccc([N+](=O)[O-])cc1)c1ccco1	7	-4	2	4	9	0	-4	-4
Cc1cc(OC(C)C(=O)NCCCN2CCOCC2)ccc1Cl (configuration not stated)	-22	2	-1	2	0	8	4	1
CC(C)CC(=O)Nc1ccc(C(=O)COC(=O)C2=COCCO2)cc1	-11	-5	-9	-16	-10	-12	13	-10
CN(CC(=O)Nc1ccc(F)cc1)C(=O)COc1ccc(C(=O)c2ccccc2)cc1	36	-20	6	0	-4	16	6	15
COc1ccc(C(=O)Nc2ccc(S(=O)(=O)N3CCCCC3)cc2)cc1OC	4	4	1	-6	3	7	7	6
O=C(O)c1cccc(NC(=O)c2ccccc2NC(=O)c2ccco2)c1	0	-3	-3	-7	-14	16	9	3
O=C(COC(=O)/C=C/c1ccc(Cl)c(Cl)c1)NC1CCS(=O)(=O)C1 (configuration not stated)	-2	-4	0	0	-6	-5	3	-6
Cc1ccc(C)c(N(CC(N)=O)S(C)(=O)=O)c1	-3	1	-3	4	9	2	-9	0
NC(=Nc1ccc(Cl)cc1)c1ccccc1	17	-4	6	-3	-12	16	-1	-2
Cc1[nH]n(C(N)=S)c(=O)c1N=Nc1ccc(S(=O)(=O)N2CCCC2)cc1	5	-20	16	8	-16	-45	11	-98
CCOC(=O)N1CCN(S(=O)(=O)c2ccc3c(c2)C(C)C(=O)N3)CC1 (configuration not stated)	1	-3	6	-16	5	-3	10	-12
COc1ccc(CCNC(=O)C(=O)NCC2OCCN2S(=O)(=O)c2ccc(F)cc2)cc1 (configuration not stated)	nt	-1	-8	-4	12	18	7	-4
COc1ccc(N2CCN(C(CNC(C)=O)c3ccc4c(c3)OCO4)CC2)cc1 (configuration not stated)	2	-4	-5	-8	-2	-12	6	-10
COc1ccc(CCN=C(N)NS(=O)(=O)c2ccc3ccccc3c2)cc1	5	-8	-4	-6	-5	-23	23	1
O=C(NC1CCCCC1)c1cc2c(cc1Cl)N1CCCCCC1=NS2(=O)=O	2	2	-2	4	-7	19	4	1
O=C(CCCN1CCC(O)(c2cccc(C(F)(F)F)c2)CC1)c1ccc(F)cc1	2	-1	3	-4	16	-6	19	26
Later entries:
SMILES	Gli-Sufu antag	HKDC1 inh	SENP7 block	SENP8 inh	Jurkat NFkB inh	697 NFkB inh	Apaf1 inhib	UBC13 polyUb
O=C1CCC(=O)N1CNc1ccc(Oc2ccccc2)cc1	-2	-4	1	-7	8	14	-8	-3
CC1=C(C(=O)Nc2cccc(F)c2)C(c2ccsc2)C2=C(CC(C)(C)CC2=O)N1 (configuration not stated)	14	1	-6	-7	50*	-33	8	-2
CCOC(=O)C(=O)Nc1nc(-c2ccccc2)c(-c2ccccc2)o1	-7	-10	-2	-13	-17	-2	-1	-11
COC(=O)c1cc(CSc2nnc(NC3CCCCC3)s2)oc1C	9	5	0	-3	8	-24	18	10
CCC(=O)N1c2ccc(S(=O)(=O)CCC(=O)NCCC3=CCCCC3)cc2CC1C (configuration not stated)	5	-4	2	-2	-4	13	2	2
O=[N+]([O-])c1ccc(CSc2nc3ncc(Br)cc3[nH]2)cc1	6	4	-2	6	2	-2	-1	5
CCNC(=O)COc1cccc2ccccc12	3	-3	4	4	9	13	14	-9
O=C1c2ccccc2C(=O)N1CCCCN(C(=O)c1ccc([N+](=O)[O-])cc1)c1ccc(Cl)cc1	5	1	-3	1	-1	0	16	4
CCOC(=O)c1cc2c(ccn2C)n1Cc1ccc(Cl)cc1	-4	5	6	-6	10	3	5	5
CN(CC(=O)NCc1ccccc1)CC(=O)Nc1ccc(Cl)c(C(F)(F)F)c1	1	-2	1	-1	4	6	53*	38
O=C(O)C1C2CCC(O2)C1C(=O)Nc1ccccc1Br (configuration not stated)	5	-3	5	-6	10	2	-13	8
O=C(Cn1cnc2c(nnn2Cc2ccc(F)cc2)c1=O)NCc1ccccc1	-13	0	-1	0	12	7	-6	14
O=C(c1ccc(Cl)c(S(=O)(=O)NCc2cccnc2)c1)N1CCCC1	-32	-6	3	-5	-19	-12	3	4
CCOc1ccc(N(CC(=O)Nc2cccc(OC)c2)S(C)(=O)=O)cc1	-15	-6	-4	-8	-17	-48	8	-8
OCCC1CN(Cc2cn[nH]c2C2CCCCC2)CCN1C1CCCCC1 (configuration not stated)	10	3	-6	3	0	5	6	-1
Cc1nnsc1C(=O)Nc1cccc(Cl)c1	19	4	6	-5	-1	9	2	8
Cc1nc(N2CCN(S(=O)(=O)c3ccccc3C#N)CC2)c2c(-c3cccs3)csc2n1	6	2	15	1	1	10	-3	3
Cc1cccc(-n2nnnc2SC(C)C(=O)NCCC2=CCCCC2)c1 (configuration not stated)	-1	-4	1	-3	-4	11	18	9
CCn1c(CNC(=O)c2ccccc2F)nnc1SCC(=O)Nc1nncs1	-3	-1	4	5	16	7	-4	7
CCN(CC)C(=O)CN(c1cccc(Br)c1)S(C)(=O)=O	0	11	-8	-13	-8	5	2	-2
COc1cccc(-c2nn(C)c3sc(C(=O)N4CCN(c5ccccc5)CC4)cc23)c1	2	-3	12	-8	-10	-8	27	12
CC(=O)c1cccc(S(=O)(=O)Nc2ccc(N3CCOCC3)cc2)c1	-4	-4	-7	3	-19	-33	4	-10
Cc1cc(C(F)F)nn1CC(=O)NCc1ccc(Cl)cc1Cl	0	-4	-2	-11	-1	-3	6	-20
COc1ccc(NC(=O)CS(=O)CC(=O)NC2CCCc3ccccc32)cc1 (configuration not stated)	4	1	-7	-14	0	-5	7	2
CCc1ccc2nc(-c3cccc(C)c3)nc(SCC(=O)NCC3CCCO3)c2c1 (configuration not stated)	2	-14	3	-10	23	-33	-9	-6

Five entries from above in a different format.
Every second line gives: Gli-Sufu antag | HKDC1 inh | SENP7 block | SENP8 inh | Jurkat NFkB inh | 697 NFkB inh | Apaf1 inhib | UBC13 polyUb
- CCn1c(CNC(=O)c2ccccc2F)nnc1SCC(=O)Nc1nncs1
  -3 | -1 | 4 | 5 | 16 | 7 | -4 | 7
- CCN(CC)C(=O)CN(c1cccc(Br)c1)S(C)(=O)=O
  0 | 11 | -8 | -13 | -8 | 5 | 2 | -2
- COc1cccc(-c2nn(C)c3sc(C(=O)N4CCN(c5ccccc5)CC4)cc23)c1
  2 | -3 | 12 | -8 | -10 | -8 | 27 | 12
- CC(=O)c1cccc(S(=O)(=O)Nc2ccc(N3CCOCC3)cc2)c1
  -4 | -4 | -7 | 3 | -19 | -33 | 4 | -10
- Cc1cc(C(F)F)nn1CC(=O)NCc1ccc(Cl)cc1Cl
  0 | -4 | -2 | -11 | -1 | -3 | 6 | -20

Screens from PubChem BioAssay.

Hits appear at their usual frequency, and some 3.6% of all compounds hit somewhere here.
